# Source: PubChem BioAssay
# hIAP block – blocks human intestinal alkaline phosphatase. purified IAP, CDP-Star luminescence, 30 min. inhibition, % at 10 µM. 330,000 tested, 0.12% active. AID 2544;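 active means inhibition reaching a set limit with compound at 10 µM in the primary screen, cut at about 35% in these data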;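 further: plate controls were DMSO wells with enzyme for no effect and no-enzyme buffer wells for full effect; values of inactives mirror those of a sister screen read the other way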
# Target sequence (P09923 whole entry, looked up): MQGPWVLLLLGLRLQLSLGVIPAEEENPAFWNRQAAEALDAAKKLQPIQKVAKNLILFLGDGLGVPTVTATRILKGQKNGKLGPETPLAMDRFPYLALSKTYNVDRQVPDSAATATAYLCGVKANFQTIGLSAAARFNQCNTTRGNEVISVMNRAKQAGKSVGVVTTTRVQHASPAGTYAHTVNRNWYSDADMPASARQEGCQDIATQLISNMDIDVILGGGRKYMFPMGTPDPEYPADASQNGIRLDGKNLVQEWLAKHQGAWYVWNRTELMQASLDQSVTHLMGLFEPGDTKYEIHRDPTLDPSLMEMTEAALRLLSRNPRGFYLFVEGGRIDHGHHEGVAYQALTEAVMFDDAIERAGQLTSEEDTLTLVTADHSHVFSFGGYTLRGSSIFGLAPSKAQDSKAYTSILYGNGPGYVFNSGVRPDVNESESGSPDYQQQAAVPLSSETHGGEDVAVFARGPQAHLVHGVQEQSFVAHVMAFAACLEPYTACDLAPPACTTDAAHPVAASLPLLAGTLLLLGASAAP
# mIAP block – blocks mouse intestinal alkaline phosphatase; 330,000 tested, 0.2% active; purified mouse IAP, CDP-Star luminescence, 30 min; inhibition, % at 10 µM; AID 2806;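 active means inhibition of at least 40% at 10 µM in the primary screen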;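 further: plate controls were DMSO with enzyme for no effect and no enzyme wells for full effect; values of inactives mirror those of a sister screen read the other way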
# ATG4B inh – ATG4B (human) cysteine protease inhibition; ATG4B cleavage of LC3-PLA2, NBD-HPC fluorescence, 1 h; 340,000 tested, 0.51% active; inhibition, % at 8.33 µM; AID 504462; Q9Y4P1; in the data active means inhibition above about 40%
# Target sequence (Q9Y4P1 whole entry, looked up): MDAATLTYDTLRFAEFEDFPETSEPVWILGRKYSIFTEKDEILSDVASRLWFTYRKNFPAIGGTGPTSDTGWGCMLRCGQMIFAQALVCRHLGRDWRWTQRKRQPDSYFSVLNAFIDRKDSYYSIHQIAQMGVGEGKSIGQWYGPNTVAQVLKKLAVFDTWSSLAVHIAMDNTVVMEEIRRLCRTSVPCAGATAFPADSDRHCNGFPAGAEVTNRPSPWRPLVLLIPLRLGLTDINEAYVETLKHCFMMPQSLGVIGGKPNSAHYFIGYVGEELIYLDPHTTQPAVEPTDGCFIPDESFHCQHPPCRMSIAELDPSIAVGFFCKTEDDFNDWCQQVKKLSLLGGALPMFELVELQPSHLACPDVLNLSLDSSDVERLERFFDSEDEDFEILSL
# A3A deaminase – inhibitors of human APOBEC3A DNA deaminase. inhibition, % at 20 µM. recombinant A3A, FAM/TAMRA ssDNA deamination fluorescence. P31941. 330,000 tested, 0.41% active;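 active means at least 40% inhibition at 20 µM here, with at most 30% in a related deaminase screen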;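 further: plate controls were A3A with DMSO for no effect and wells lacking A3A enzyme for full effect; some results filed as inactive read as strong as hits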
# Target sequence (P31941 whole entry, looked up): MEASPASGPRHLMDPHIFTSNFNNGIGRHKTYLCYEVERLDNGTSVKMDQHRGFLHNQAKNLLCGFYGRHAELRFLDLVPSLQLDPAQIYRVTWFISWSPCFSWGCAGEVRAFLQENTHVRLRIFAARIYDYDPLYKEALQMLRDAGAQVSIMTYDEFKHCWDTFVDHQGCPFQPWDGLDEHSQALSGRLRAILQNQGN
# beta cell repl – induces beta-cell replication in MIN6 cells. proliferation, % at 10 µM. MIN6 cells proliferation, ATPlite luminescence, 48 h; cells starved in 0.2% serum; 100% = growth in 10% serum. 330,000 tested, 0.29% active;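 active means compounds whose signal lies at least 3.5 SD above the mean of all wells on their plate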;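 further: 0% = DMSO-treated cells in low-serum medium and 100% = 10% serum control; some compounds called inactive have numbers as strong as hits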
# hIAP activ – increases human intestinal alkaline phosphatase activity; 330,000 tested, 0.16% active; activation factor at 10 µM; AID 2524; purified human IAP, CDP-Star luminescence, 30 min; active compounds read high; 1 = vehicle-only enzyme, 0 = enzyme-free background; P09923;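 active means activation factor of the enzyme at least 2-fold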; further: the source names both 10 and 20 µM as test concentration; values of inactives mirror those of a sister screen read the other way
# mIAP activ – increases mouse intestinal alkaline phosphatase activity; muIAP, CDP-Star luminescence, 30 min; active compounds read high; 1 = vehicle-only enzyme signal, 0 = enzyme-free wells; activation factor at 10 µM; 330,000 tested, 0.24% active;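 active means activation factor of at least 2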; further: the source names both 10 and 20 µM as test concentration; values of inactives mirror those of a sister screen read the other way
#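 Assay system: mouse IAP enzyme / Compound: DMSO-dissolved test compounds / Timing: 30 min, room temperature / Measured by: luminescence from enzymatic CDP-Star hydrolysis / Control set: DMSO-only wells, enzyme-free buffer wells as negative control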
# MPTP block – inhibitors of mitochondrial permeability transition pore; isolated mouse mitochondria, Ca2+ swelling absorbance, 30 min; inhibition, % at 10 µM; 360,000 tested, 1.4% active; AID 602449;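 active means inhibition of 50% or more, scaled per plate between neutral and stimulator controls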;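 further: 0% = DMSO wells given calcium and 100% = 1 mM EGTA wells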
# A3G deaminase – blocks human APOBEC3G single-stranded DNA deamination | Q9HC16 | recombinant A3G, ssDNA deamination FAM/TAMRA fluorescence | inhibition, % at 20 µM | 330,000 tested, 0.28% active | AID 493012;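 active means inhibition of at least 40% at 20 µM, with no more than 30% in the related APOBEC3A deaminase screen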;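 further: plate controls were DMSO wells with A3G for no effect and wells lacking A3G enzyme for full effect; some compounds called inactive have numbers as strong as hits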
# Numbers without * were called inactive; . = no result given.
nr	Molecule	ATG4B inh	A3G deaminase	A3A deaminase	mIAP block	beta cell repl
1	COc1ccccc1NC(=O)COC(=O)C1=NN(c2ccccc2)C(=O)CC1	1	9	3	2	-1
2	O=C(Nc1nc2c(s1)CN(Cc1ccccc1)CC2)c1c(F)cccc1F	23	-13	3	-7	-1
3	CC(C)[C@H](NC(=O)OC(C)(C)C)C(=O)N/N=C/c1ccc2nccnc2c1	-7	0	3	2	-1
4	CCN(CC)c1ccc(/C=N/NC(=O)c2cccc(N3CCCC3=O)c2)cc1	-1	-10	-4	4	0
5	CCOC(=O)N1CCN(Cc2nc3c(c(=O)[nH]c(=O)n3C)n2Cc2cc(C)ccc2C)CC1	-6	-6	-8	2	-2
6	Nc1nc(Cl)cc(Sc2ccc3ccccc3c2)n1	-8	-10	-4	1	-4
7	CC(NC(=O)c1ccccc1SCC(=O)N1CCCC1)c1ccc(F)cc1 (configuration not stated)	1	-5	-2	4	-2
8	CC(C)(C)N(Cc1ccccc1)C(=O)COC(=O)CNC(=O)c1ccco1	3	-11	0	-4	0

nr	hIAP activ	MPTP block	hIAP block	mIAP activ
1	0.96	-0.8	4	0.98
2	1.1	2.5	-11	1.1
3	1.2	5.8	-15	0.98
4	1.2	0.1	-16	0.96
5	1.2	-0.6	-18	0.98
6	1.1	0.2	-11	0.99
7	0.87	-0.2	13	0.96
8	1	-0.2	0	1

# (further entries)
nr	Molecule	ATG4B inh	A3G deaminase	A3A deaminase	mIAP block	beta cell repl
9	O=C1CC(c2ccccc2)CN1Cc1ccccc1 (configuration not stated)	-8	-6	-1	0	-1
10	Cc1ccc(-c2nc(CS(=O)(=O)CC(=O)NC3CC3)c(C)o2)cc1	-2	-3	-3	8	-4
11	COCCN(C(=O)C(C)C)c1nnc(-c2ccc(C(C)(C)C)cc2)s1	0	0	-4	-2	-4
12	COc1ccc(CC(=O)Nc2cc(Cl)ccc2O)cc1	-1	3	4	-8	-2
13	CC(=O)N1CCN(C(=O)c2ccc(S(=O)(=O)Nc3ccccc3C)cc2)CC1	-4	-9	-3	4	0
14	CCOC(=O)/C(C#N)=C/c1cn(CCC(=O)O)nc1-c1cccc(Br)c1	-7	-4	2	8	-1
15	CC(=O)Nc1ccc(-c2csc(NCc3ccco3)n2)cc1	-5	-5	-3	5	-3
16	Cc1ccc(-n2c3nc(=O)[nH]c(=O)c-3cc3c(C)nn(-c4ccccc4)c32)c(C)c1	0	-2	0	-11	-2

nr	hIAP activ	MPTP block	hIAP block	mIAP activ
9	0.97	-0.9	3	1
10	1.1	-2.4	-12	0.92
11	1.1	9.9	-6	1
12	0.99	15	1	1.1
13	0.97	1.5	2	0.96
14	0.96	0.0	4	0.92
15	0.96	-6.7	4	0.95
16	1.1	13	-10	1.1

# Following part
nr	Molecule	ATG4B inh	A3G deaminase	A3A deaminase	mIAP block	beta cell repl
17	CCc1nc(SCC(=O)NCC2CCCO2)c2c(=O)n(C)c(=O)n(C)c2n1 (configuration not stated)	-1	8	4	-5	-1
18	COc1cccc(CNC(=O)C2CCCN(S(=O)(=O)c3c(C)[nH]c(=O)[nH]c3=O)C2)c1 (configuration not stated)	-13	4	4	1	-1
19	CN(C)c1cc[n+](Cc2c(Cl)cccc2Cl)cc1	-13	-5	-3	-10	-5
20	Cc1cccc(-n2c(N)cc(=O)nc2SCC(=O)Nc2nnc(C)s2)c1	-4	-1	-1	7	-2
21	Cc1cc(C)cc(NC(=S)NC(=O)CCN2C(=O)c3ccccc3C2=O)c1	2	2	2	2	0
22	O=C(NCc1cccc(Cl)c1)c1cnccn1	1	-10	0	4	-2
23	CC(=O)N1N=C(c2cccc([N+](=O)[O-])c2)OC1c1ccccc1Cl (configuration not stated)	-5	0	-1	-3	1
24	CCn1ccnc1CN(C)Cc1cn[nH]c1-c1ccc(F)cc1F	15	-1	2	-6	-1

nr	hIAP activ	MPTP block	hIAP block	mIAP activ
17	0.91	0.4	9	1
18	0.92	-0.2	8	0.99
19	0.84	0.4	16	1.1
20	0.95	-1.7	5	0.93
21	0.88	-2.5	12	0.98
22	0.98	-1.8	2	0.96
23	1.1	3.0	-7	1
24	1.2	-1.9	-25	1.1

# The list goes on:
nr	Molecule	ATG4B inh	A3G deaminase	A3A deaminase	mIAP block	beta cell repl
25	CN1C[C@@H]2C(c3ccc(Cl)nc3)C3(c4ccccc4)CC2(C3)[C@H]1c1ccccc1 (some centres not stated)	-12	-5	2	5	-8
26	Cc1nc2cc(OCc3cc(C(=O)NC(C)c4cnn(C)c4)no3)ccc2s1 (configuration not stated)	1	-9	-3	1	-3
27	COc1cc(OC)c2c(-c3cccc(-c4ccc(F)c(Cl)c4)c3)cc(=O)oc2c1	0	4	-1	-1	.
28	Cc1cccc(C(=O)Nc2ccc(O)cc2C(=O)O)c1	4	2	1	1	-1
29	O=C(N1CCOCC1)N1CCN(S(=O)(=O)c2ccccc2)C1	3	-1	0	9	1
30	O=C(OCc1nnc(-c2ccccc2)o1)C1=COCCO1	-13	-5	-3	-2	-1
31	CCc1ccc(-n2c(C)nc3cc(C(=O)NCc4cccnc4)ccc32)cc1	-2	-13	0	-1	-2
32	Cc1ccc(S(=O)(=O)NCc2ccc(C(=O)N(C)CCC#N)cc2)cc1	-4	-5	-1	5	1

nr	hIAP activ	MPTP block	hIAP block	mIAP activ
25	0.78	4.2	22	0.95
26	0.98	-0.8	2	0.99
27	.	0.9	.	1
28	1.1	0.6	-5	0.99
29	1.1	-0.6	-5	0.91
30	0.88	-1.7	12	1
31	1.2	-0.9	-19	1
32	1.1	-1.2	-13	0.95

# In the list so far, these contain an aryl methoxy group:
nr	Molecule	ATG4B inh	A3G deaminase	A3A deaminase	mIAP block	beta cell repl
1	COc1ccccc1NC(=O)COC(=O)C1=NN(c2ccccc2)C(=O)CC1	1	9	3	2	-1
12	COc1ccc(CC(=O)Nc2cc(Cl)ccc2O)cc1	-1	3	4	-8	-2
18	COc1cccc(CNC(=O)C2CCCN(S(=O)(=O)c3c(C)[nH]c(=O)[nH]c3=O)C2)c1 (configuration not stated)	-13	4	4	1	-1
27	COc1cc(OC)c2c(-c3cccc(-c4ccc(F)c(Cl)c4)c3)cc(=O)oc2c1	0	4	-1	-1	.

nr	hIAP activ	MPTP block	hIAP block	mIAP activ
1	0.96	-0.8	4	0.98
12	0.99	15	1	1.1
18	0.92	-0.2	8	0.99
27	.	0.9	.	1

# Next section.
nr	Molecule	ATG4B inh	A3G deaminase	A3A deaminase	mIAP block	beta cell repl
33	O=C(NCCc1ccc(Cl)cc1Cl)c1ccc2nc[nH]c2c1	43*	-8	-2	1	-2
34	CC(=O)Nc1ccc(OC(=O)c2ccc(Br)c([N+](=O)[O-])c2)cc1	-1	-5	-1	0	-1
35	COc1ccccc1-n1c(C)nnc1SCC(=O)Nc1cccc(C(C)=O)c1	-6	-8	1	2	-1
36	COc1ccc2[nH]c3c(c2c1)CCN1C(=O)C(CC(=O)NC(C)(C)C)C[C@H](C(=O)N2CCCCC2)[C@@]31CCc1ccccc1 (some centres not stated)	.	8	3	-12	.
37	O=C(c1cccc(Cl)c1)N1CCN(Cc2ccccc2)CC1	-3	10	-3	-2	-2
38	O=C(Nc1cccc(NC(=O)c2cccs2)c1)c1ccc2c(c1)OCO2	7	-6	0	1	-1
39	Cc1ccc2nc(NC(=O)C3CCN(S(=O)(=O)c4ccc5c(c4)oc(=O)n5C)CC3)sc2c1	0	-6	-5	-3	-3
40	COc1ccc(Nc2nc3ccc(C)cc3n3cnnc23)cc1Cl	.	0	1	3	1

nr	hIAP activ	MPTP block	hIAP block	mIAP activ
33	1.7	-0.3	-65	0.99
34	1.1	0.1	-7	1
35	1.1	1.1	-6	0.98
36	.	0.4	.	1.1
37	1.1	0.4	-11	1
38	1.1	0.9	-14	0.99
39	0.88	16	12	1
40	0.99	0.1	1	0.97

# (next part)
nr	Molecule	ATG4B inh	A3G deaminase	A3A deaminase	mIAP block	beta cell repl
41	O=C(CS(=O)(=O)c1ccc(F)cc1)NCCS(=O)(=O)c1ccccc1	-6	-1	6	1	-2
42	COc1ccc(S(=O)(=O)N(C)C[C@@H]2Oc3ccc(NC(=O)Nc4c(C)noc4C)cc3C(=O)N([C@H](C)CO)C[C@@H]2C)cc1	-9	-3	3	-63	0
43	COCC(=O)Nc1cc(Cl)ccc1C(F)(F)F	.	-7	-6	0	-2
44	c1ccc2c(CSc3nnc(-c4ccncc4)o3)cccc2c1	-9	0	-1	19	1
45	CC(=O)NC12CC3CC(C1)CC(C(=O)N1CCN(S(=O)(=O)c4cccs4)CC1)(C3)C2	-5	-8	-4	-6	3
46	CCOC(=O)N1CCN(c2nc(-c3ccc(OC)cc3)no2)CC1	-2	-2	2	2	-2
47	C=CCCC(=O)Nc1ccc(COC(=O)N2CCOCC2)cc1	1	-10	-2	-15	0
48	COc1ccc(C(=O)N/C(=C\c2cn(C)c3ccccc23)C(=O)NCCN2CCOCC2)cc1OC	-2	-4	-4	0	-5

nr	hIAP activ	MPTP block	hIAP block	mIAP activ
41	0.96	1.0	4	0.99
42	1	0.6	0	1.6
43	0.91	.	9	1
44	0.9	-0.1	10	0.81
45	0.88	-0.1	12	1.1
46	0.9	-1.5	10	0.97
47	1	2.4	-3	1.2
48	1	0.4	-2	1

# Carrying on.
nr	Molecule	ATG4B inh	A3G deaminase	A3A deaminase	mIAP block	beta cell repl
49	O=c1oc(C2(O)CCCCC2)cc2ccc(Br)cc12	-2	-6	0	3	-2
50	CC(C)N(C(=O)COC(=O)c1ccccc1C(=O)c1ccc(Cl)c([N+](=O)[O-])c1)C(C)C	5	-7	-2	0	-7
51	COc1ccc(N2CCN(C(=O)COC(=O)c3cccc(S(=O)(=O)Nc4cccc(C)c4)c3)CC2)cc1	-6	-5	2	3	-3
52	COC(=O)c1cccc(N(C(=O)c2cnccn2)C(C(=O)NCc2ccccc2)c2ccco2)c1 (configuration not stated)	-3	-1	3	4	-4
53	CCOc1ccc(NC(=O)CSC2=NCCN2)cc1	-6	-4	0	27	-2
54	O=C1OC(Nc2ccccn2)c2ccccc21 (configuration not stated)	-2	-3	-1	-9	-2
55	Cc1ccccc1-n1cc(CNC(=O)CC2C(=O)NCCN2C/C=C/c2ccccc2)cn1 (configuration not stated)	-3	-9	-2	-1	-2
56	CN(c1ccccc1)S(=O)(=O)c1ccc2[nH]c(=O)oc2c1	6	1	17	27	2

nr	hIAP activ	MPTP block	hIAP block	mIAP activ
49	0.97	-0.1	3	0.97
50	1.2	0.4	-25	1
51	1.1	1.4	-5	0.97
52	1.1	0.1	-14	0.96
53	1	-0.9	-4	0.73
54	1.1	-0.4	-10	1.1
55	1.1	0.3	-12	1
56	0.87	0.9	13	0.73

# More results
nr	Molecule	ATG4B inh	A3G deaminase	A3A deaminase	mIAP block	beta cell repl
57	CC1CCN(CCOc2ccc(C(=O)c3ccccc3)cc2)CC1	-7	8	-6	6	-1
58	Nc1ccc(O)c(-c2nc3ccccc3s2)c1	2	6	3	15	-3
59	Cc1cc(=O)n2nc(N3CCCC3C(=O)Nc3cccc(F)c3)sc2n1 (configuration not stated)	-4	-1	-2	5	0
60	COc1cc(/C=C2\SC(=S)N(Nc3ncc(C(F)(F)F)cc3Cl)C2=O)ccc1O	19	-7	-3	29	-5
61	Nc1c2c(nc3ccccc13)CSCC2	8	-6	2	3	-2
62	O=C(CNC(=O)c1ccc(OC(F)F)cc1)Nc1cccc(S(=O)(=O)N2CCCC2)c1	5	0	-1	-4	1
63	Cc1ccc(NC(=O)CNC(=O)C2CCCCC2)nc1	0	-3	0	-1	4

nr	hIAP activ	MPTP block	hIAP block	mIAP activ
57	1	1.6	-4	0.94
58	0.95	-0.1	5	0.85
59	0.97	-0.6	3	0.95
60	0.66	16	34	0.71
61	1.8	1.6	-78	0.97
62	0.97	-2.8	3	1
63	0.98	-1.2	2	1
